Source: PubChem (Johns Hopkins Ion Channel Center)
CHT block: inhibitors of human choline transporter CHT; Q9GZV3; CHT-expressing cells, membrane potential dye, choline response; active compounds read low; B-score at 10 µM; 0.86% of 310,000 active; AID 488975;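 active means B-score over 3 SD under the library average, and starting fluorescence ratio not unusually high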;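 further: choline stimulus applied at its EC90 after an EC20 pre-addition; B-score computed on integrated fluorescence ratio after choline addition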
Target sequence (Q9GZV3 whole entry, looked up): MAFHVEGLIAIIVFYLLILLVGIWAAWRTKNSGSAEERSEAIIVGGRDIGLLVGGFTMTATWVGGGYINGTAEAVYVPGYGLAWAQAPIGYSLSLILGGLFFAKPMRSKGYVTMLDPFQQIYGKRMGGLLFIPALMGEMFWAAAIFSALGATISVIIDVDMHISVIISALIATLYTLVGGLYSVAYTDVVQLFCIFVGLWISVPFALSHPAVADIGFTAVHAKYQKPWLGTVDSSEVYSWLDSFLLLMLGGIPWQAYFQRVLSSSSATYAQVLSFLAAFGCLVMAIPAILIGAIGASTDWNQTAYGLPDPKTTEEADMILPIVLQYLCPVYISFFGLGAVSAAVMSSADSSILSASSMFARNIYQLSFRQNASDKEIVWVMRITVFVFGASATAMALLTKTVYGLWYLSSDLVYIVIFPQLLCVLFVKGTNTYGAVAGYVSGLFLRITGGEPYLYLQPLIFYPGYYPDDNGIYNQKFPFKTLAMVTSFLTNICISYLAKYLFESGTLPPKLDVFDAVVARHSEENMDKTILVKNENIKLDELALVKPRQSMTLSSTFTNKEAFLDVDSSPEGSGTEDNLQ
CHT PAM: human CHT allosteric activation; Q9GZV3; CHT-expressing cells, membrane potential dye, choline EC20; active compounds read high; LV-AA mutant CHT in HEK293 cells; B-score at 10 µM; 0.49% of 310,000 active; AID 488977;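 active means initial fluorescence not abnormally high and integrated response B-score, plate-corrected, over 3 SD above library mean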
Numbers without * were called inactive; i = inactive.

Molecule | CHT PAM | CHT block
COc1ccc(C(=O)NCC(=O)OCc2ccc([N+](=O)[O-])cc2)cc1 | i | i
O=C(O)COCc1nc2ccccc2s1 | i | i
CN(CC(=O)Nc1ccc(C(N)=O)cc1)CC(=O)Nc1ccccc1Br | i | i
COc1ccc(CCNS(=O)(=O)CC23CCC(CC2=O)C3(C)C)cc1OC (stereo not given) | i | i
Oc1ccccc1Oc1c(F)c(F)nc(N2CCCC2)c1F | i | i
S=C(c1ccc2c(c1)OCO2)N1CCOCC1 | i | i
COc1ccc(NC2CCCN(Cc3cccc4cnccc34)C2)cc1OC (stereo not given) | i | i
Cc1ccc(S(=O)(=O)N2CCN(c3ccccc3)CC2)c(C)c1 | i | i
CCOc1ccc(-n2c(=O)c3c4c(sc3n(CC(=O)NCCCOC)c2=O)CCCCC4)cc1 | i | i
Cc1oc(-c2ccc3c(c2)OCCO3)cc1C(=O)O | i | i
O=C(CCC(=O)c1cccs1)NC1CCCCCC1 | i | i
O=C(CSc1nnnn1-c1ccccc1)N1CCNC1=O | i | i

Some of the entries above in another layout.
> O=C(O)COCc1nc2ccccc2s1
  CHT PAM = i | CHT block = i

> CN(CC(=O)Nc1ccc(C(N)=O)cc1)CC(=O)Nc1ccccc1Br
  CHT PAM = i | CHT block = i

> COc1ccc(CCNS(=O)(=O)CC23CCC(CC2=O)C3(C)C)cc1OC (stereo not given)
  CHT PAM = i | CHT block = i

More records
Molecule | CHT PAM | CHT block
COc1ccc(/C(O)=C2/C(=O)C(=O)N(CCN3CCOCC3)C2c2ccccn2)cc1 (stereo not given) | i | i
CC(C)(CC(=O)N1CCN(c2ccc(Cl)cc2)CC1)CC1=NS(=O)(=O)c2ccccc2N1 | i | i
CCOC(=O)NNC(=O)c1ccc(Cl)cc1 | i | i
COc1ccc(Cl)cc1Nc1nc(C)nc2c1oc1ccccc12 | i | i
Cc1ccc(S(=O)(=O)NCCc2nnc(SCc3cccnc3)n2C)cc1 | i | i
Cc1cc(F)ccc1NS(=O)(=O)c1cccc2nsnc12 | i | i
O=C(Nc1ccccc1-c1ccccc1)c1ccc(=O)[nH]n1 | i | i
CN(C)CCN(C)Cc1ccccc1Sc1cccc2ccccc12 | i | i
Cc1cccc(N2CCN(C(=O)CCCn3c(=O)[nH]c4ccsc4c3=O)CC2C)c1 (stereo not given) | i | -10.9*
Cc1ccccc1CN1C2=NCCCN2c2ccccc21 | i | i
O=C(Oc1ccc(/C=N/NC(=O)c2ccccc2F)cc1)c1ccccc1 | i | i
CC(C)C1N(S(=O)(=O)c2ccccc2)CCN1S(=O)(=O)c1ccccc1 | i | i
O=C(NC(=S)NCc1cccnc1)c1ccccc1[N+](=O)[O-] | i | i
NS(=O)(=O)c1ccc(CCNCc2cc(Br)ccc2OCc2ccccc2)cc1 | i | i
CC1CN(C(=O)c2cc(S(=O)(=O)N(C)c3ccc(F)cc3)ccc2Cl)CC(C)O1 (stereo not given) | i | i
N#Cc1ccc(N2Cc3ccccc3/C2=N/C(=O)Nc2ccc(Cl)cc2)cc1 | i | i
COc1cc2cc(NC(C)=O)cc(NCc3ccccc3)c2cc1OC | i | i
Cc1cccc2cc(CN(Cc3ccc(F)cc3)C(=O)N(C)C)c3nnnn3c12 | i | i
Cc1ccc(C(=O)N(CC(=O)NC2CCCC2)c2ccccc2Cl)s1 | i | i
Cc1ccc(S(=O)(=O)N(C)CC(=O)N2CCN(Cc3ccccc3)CC2)cc1 | i | i
Cc1cc(OCC(=O)N[C@@H](Cc2c[nH]c3ccccc23)C(=O)O)c2c(C)c(C)c(=O)oc2c1 | i | i
O=C(OCC(=O)c1ccccc1Br)c1ccccn1 | i | i
OC(COc1ccc2cc(Br)ccc2c1)Cn1ccnc1 (stereo not given) | i | i
CC(C)CCN1CCN(CCCc2ccccc2)CC1CCO (stereo not given) | i | i
COc1cc(/C=N/NC(=O)NC2CCCCC2)cc(OC)c1O | i | i
CCOc1ccc(-n2ccnc2SCC(=O)Nc2nnc(CC)s2)cc1 | i | i
CC(=O)c1c(C(C)=O)c(C)n(-c2nc(-c3ccc(C)c(C)c3)c(C)s2)c1C | i | i
Cc1cccc(NC(=O)CN(C)S(=O)(=O)c2ccccc2)n1 | i | i
COc1ccccc1NS(=O)(=O)c1cccc(C(=O)NCC(c2ccco2)N2CCCCC2)c1 (stereo not given) | i | i
CCOC(=O)c1ccc(NC(=O)CCc2nnc3ccc(N4CCN(C)CC4)nn23)cc1 | i | i
CCOC(=O)C1(CCCc2ccccc2)CCN(C(=O)c2cncs2)CC1 | i | i
COc1ccccc1-c1nnc(SCC(=O)Nc2nc(-c3ccccc3)cs2)n1C | i | i
COc1ccc(NC(=O)NC(C)c2ccncc2)cc1OC (stereo not given) | i | i
O=C(Nc1ccc(Cl)cc1C(=O)N1CCOCC1)c1ccco1 | i | i
CC1CCCC(NC(=O)COC(=O)Cc2ccc(Br)cc2)C1C (stereo not given) | i | i
COCCCNc1ncnc2c1nc1n2CCCC1 | i | i

Molecules listed so far that have a nitro group on carbon, in the order listed:
Molecule | CHT PAM | CHT block
COc1ccc(C(=O)NCC(=O)OCc2ccc([N+](=O)[O-])cc2)cc1 | i | i
O=C(NC(=S)NCc1cccnc1)c1ccccc1[N+](=O)[O-] | i | i

Additional structures.
Molecule | CHT PAM | CHT block
COc1ccccc1-n1cc(-c2ccc(Cl)cc2)[nH]c1=O | i | i
Fc1ccccc1OCCCCn1cncn1 | i | i
Cc1ccc(-n2cc(CN3CCC(O)(c4ccccn4)CC3)c(-c3ccc(F)cc3)n2)cc1 | i | i
COc1cc(/C=N/NC(=O)CN(Cc2ccco2)S(=O)(=O)c2ccccc2)ccc1O | i | i
COC(=O)c1ccccc1NC(=O)C1CCN(C(=O)c2ccc(OC)cc2)CC1 | i | i
COc1ccc(Cl)cc1NC(=O)CC(C)=O | i | i
Cc1ccc(C(=O)NC2CC(C)(C)NC(C)(C)C2)cc1S(=O)(=O)N1CCCCC1 | i | i
Cc1cc(NC(=O)CSc2nc3cc(Cl)ccc3s2)no1 | i | i
CCOC(=O)c1c(/N=C/C2=C(O)CC(C)(C)CC2=O)sc(C)c1C | i | i
CC1CCc2sc(C(=O)NN)cc2C1 (stereo not given) | i | i
CC1CCN(C(=O)CSc2nnc(-c3ccco3)o2)CC1 | i | i
COC(=O)c1c[nH]c(=O)c2ccccc12 | i | i
COc1ccc(-n2cc(CNCC3CCOCC3)c(-c3cccc(F)c3)n2)cc1 | i | i
O=C(Nc1ncc2c(n1)-c1ccccc1CC2)c1ccccc1 | i | i
CSc1ccc(CNC(=O)C2Cc3cc(S(=O)(=O)N4CCCC4)ccc3N2C(C)=O)cc1 (stereo not given) | i | i
Cc1onc(-c2ccccc2)c1C(=O)NCC1CCCO1 (stereo not given) | i | i
C=CCc1ccc(OCc2ccc(C(=O)O)o2)c(OC)c1 | i | i
COc1cc(CNc2ccc3[nH]c(=O)[nH]c3c2)ccc1OCC(=O)NC(C)(C)C | i | i
CCN(CC)CC#CC(O)(c1ccccc1)c1ccccc1 | i | i
Cc1cccc(N2CCN(C(=O)N3CCOCC3)CC2)c1C | i | i
CN1CC(=O)N(CC(=O)NCc2ccc(F)cc2)c2ccccc2C1=O | i | i
O=C(CSc1nnc(-c2cccs2)n1-c1ccccc1)N1CCCc2ccccc21 | i | i
COc1cc(NC(=O)C2C3CCC(O3)C2C(=O)O)cc(OC)c1 (stereo not given) | i | i
O=C(N/N=C/c1ccccn1)c1ccc(NC(=O)c2ccccc2Cl)cc1 | i | i
COC(=O)c1cc(C(=O)Nc2cc(C)ccn2)cc([N+](=O)[O-])c1 | i | i
O=C(Nc1ccc(S(=O)(=O)N2CCOCC2)cc1)C1COc2ccccc2O1 (stereo not given) | i | i
CCOC(=O)C1(CC2CC2)CCN(S(=O)(=O)C[C@]23CC[C@H](CC2=O)C3(C)C)CC1 | i | i
Cc1cccc(Sc2nc(-c3ccccc3)ccc2C#N)c1 | i | i
O=C(Nc1ccc(OC(F)(F)F)cc1)Oc1ccccc1N1CCOCC1 | i | i
Cc1cccc(NC(=O)c2cc3c(=O)n4ccccc4nc3s2)c1 | i | i
O=C(N/N=C/c1ccc(Cl)cc1Cl)C(=O)NC1CC1 | i | i
CCC(=O)N1CCc2cc(Br)cc(S(=O)(=O)NCc3ccccc3OC)c21 | i | i
CCOC(=O)N1CCN(C(=O)COc2ccc(Br)cc2)CC1 | i | i
Cn1c(SCc2nc3ccccc3[nH]2)nnc1-c1cccs1 | i | i
Cc1cc(NC(=O)C(C)SCC(=O)OC(C)C(=O)Nc2ccc(F)cc2Cl)no1 (stereo not given) | i | i
COC(=O)c1ccc(NC(=O)C[n+]2ccccc2C)cc1 | i | i
CC1(C)NC(=O)N(CC(=O)OCC(=O)c2ccc(F)cc2)C1=O | i | i
Cc1ccc2cc(CCNC(=O)c3ccc(Br)o3)c(=O)[nH]c2c1 | i | i
N/C(=N\OC(=O)Cc1ccccc1[N+](=O)[O-])c1cccnc1 | i | i
O=C(CSc1nccn1-c1ccc(Cl)cc1)N1CCCc2ccccc21 | i | i
O=C(NC(c1ccccc1)c1ccccc1)c1ccc(=O)[nH]n1 | i | i
CCOc1ccc(NC(=O)Cn2nnc(C(=O)NCCc3ccc(OC)c(OC)c3)c2N)cc1 | i | i
CC1C(C(=O)Nc2ccccc2)CCCC1(C)C(=O)O (stereo not given) | i | i
O=C(NCc1ccc2c(c1)OCO2)c1ccc(N2CCCCCC2)c([N+](=O)[O-])c1 | i | i
COc1cc(S(=O)(=O)NCc2ccccc2Cl)ccc1-n1cnnn1 | i | i
Cc1ccc2nc(NCCC(=O)O)nc(-c3ccccc3)c2c1 | i | i
Cc1cc(C(=O)NCc2ccco2)no1 | i | i
CCCN1CCN(C(=O)c2noc3c2COc2ccc(C)cc2-3)CC1 | i | i
CS(=O)(=O)N1CCC(C(=O)Nc2ccc(Cl)cc2)CC1 | i | i
CC(Oc1ccccc1)C(=O)N1CCC2(CC1)CC(=O)c1ccccc1O2 (stereo not given) | i | i
CN(C)S(=O)(=O)c1cccc(NC(=O)c2ccc3c(c2)S(=O)(=O)N=C2CCCCCN23)c1 | i | i
Cc1cc(C)c(S(=O)(=O)N2CCCCC2CCNC(=O)C(=O)NCC2CCCO2)c(C)c1 (stereo not given) | i | i
COc1ccc(CC(=O)c2ccc(O)cc2O)cc1OC | i | i
CCC(=O)Nc1cc(C)c(NC(=O)CCc2ccccc2)cn1 | i | i
CC(=O)C1=C(O)C(=O)N(c2ccc(Br)cn2)C1c1ccccc1[N+](=O)[O-] (stereo not given) | i | i
Cc1ccc(S(=O)(=O)c2nc(-c3ccccc3)oc2NCCN2CCOCC2)cc1 | i | i
O=C(c1ccco1)N(CCCN1CCOCC1)c1nc(-c2ccc(Cl)cc2)cs1 | i | i
CCC(=O)N1CCc2cc(S(=O)(=O)NC(C(=O)NC3CCCc4ccccc43)C(C)C)ccc21 (stereo not given) | i | i
O=C(NCC1COc2ccccc2O1)C1CCCN(S(=O)(=O)c2cnc[nH]2)C1 (stereo not given) | i | i
CCN1C(=NCc2cccc(Cl)c2)N[C@@H](c2cccc(F)c2)C(C(=O)OC)=C1C | i | i

The results go on.
Molecule | CHT PAM | CHT block
Cc1ccc(-c2cc3nc4c(c(=O)n3[nH]2)CCCC4)cc1 | i | i
C[C@H](N=C1NS(=O)(=O)c2ccccc21)C(=O)OCc1cc([N+](=O)[O-])cc2c1OCOC2 | i | i
Cc1ccc(OCc2n[nH]c(=S)n2-c2ccc(C)cc2)cc1 | i | i
CCN1CCN(C(c2ccc(F)cc2)c2nnnn2Cc2ccc3c(c2)OCO3)CC1 (stereo not given) | i | i
CCS(=O)(=O)C1=NN2C(=N)/C(=C\c3ccc(OS(=O)(=O)c4ccccc4)c(OC)c3)C(=O)N=C2S1 | i | -5.35*
Cc1cc(N2C(=O)CCC2=O)n(-c2ccccc2)n1 | i | i
CCOc1ccc(NC(=O)CSc2nc(O)c(C)c(=O)n2-c2ccc(F)cc2)cc1 | i | i
O=c1c2ccccc2sn1-c1cc(S(=O)(=O)N2CCOCC2)ccc1N1CCOCC1 | i | i
O=C(Nc1ccccc1C(=O)N1CCCCC1)c1cccs1 | i | i
CC(/C=N/n1c(-c2cc(C)[nH]n2)n[nH]c1=S)=C\c1ccco1 | i | i
CC1/C(=N/O)CC(c2ccco2)NC1c1ccco1 (stereo not given) | i | i
Cc1ccc(S(=O)(=O)NCCOC(=O)Nc2sc(=S)n(C)c2C)cc1 | i | i
O=C(N/N=C/c1ccccc1)c1cccc2ccccc12 | i | i
COc1ccc(CNC(=O)C(C)OC(=O)c2cccs2)cc1 (stereo not given) | i | i
COCCCNC(=O)c1cn(C)c(=O)c2cc(OC)c(OC)cc12 | i | i
Cc1ccc(Sc2nc(C)cc(C)c2S(C)(=O)=O)cc1 | i | i
COc1ccc(-n2c(N)c(-c3nc4ccccc4n3C)sc2=S)cc1 | i | i
COc1ccc(OC)c(NC(=O)c2cc(-c3cc(C)ccc3O)n[nH]2)c1 | i | i
CNC(=O)C(=O)Nc1cc2c3c(c1)C(C)C(=O)N3CCC2 (stereo not given) | i | i
CC1CN(C)C(C)C/C1=N/Oc1ccccc1[N+](=O)[O-] (stereo not given) | i | i
COc1ccc(N2CCN(C(CNC(=O)C(=O)NCC3CCCO3)c3ccco3)CC2)cc1 (stereo not given) | i | i
